Source: PubChem BioAssay
Giardia FBPA inh: qHTS Assay for Inhibitors of Fructose-1,6-bisphosphate Aldolase from Giardia Lamblia; A8B2U2; purified Giardia FBPA; Potency, µM (titrated, usually from 59.6 µM), for inactives: top-dose activity, negative = inhibition, actives largely listed as inhibitors; hit rate 0.71% among 290,000; active = well fitted inhibition curve with a large enough effect; inconclusive = small, poorly fitted or top-dose-only effect, or effect the other way; note: nearly all actives have a fitted effect of over 55% in size
Target sequence (A8B2U2 whole entry, looked up): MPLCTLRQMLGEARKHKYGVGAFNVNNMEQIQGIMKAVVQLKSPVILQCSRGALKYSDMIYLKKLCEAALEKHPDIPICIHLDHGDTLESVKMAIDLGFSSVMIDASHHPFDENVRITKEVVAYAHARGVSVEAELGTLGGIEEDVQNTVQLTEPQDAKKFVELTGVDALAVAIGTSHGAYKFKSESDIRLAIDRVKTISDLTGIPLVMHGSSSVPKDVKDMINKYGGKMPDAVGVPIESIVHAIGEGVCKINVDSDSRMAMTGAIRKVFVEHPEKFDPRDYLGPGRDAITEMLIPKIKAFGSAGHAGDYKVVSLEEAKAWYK
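Giardia FBPA (40 nM reagent) was preincubated 10 min at RT with compound (up to 57.5 uM final), then substrate plus GAPDH/TPI/NAD/arsenate coupling system with diaphorase/resazurin was added; resorufin fluorescence (525/598 nm) was read after 20 min.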
Starred values were filed as active, the others as inactive; ? = inconclusive; & = joins results of further samples; [ ] = another dose, or the depositor's remark. % is set by controls: 0 for no effect and ±100 for the full control effect; potency is the fitted concentration of half-maximal effect. An excerpt; count on the stated rates, not on these rows.

#	compound	Giardia FBPA inh
1	C=C(Nc1ccc(OC)cc1)C(=O)OC	-4.4%
2	Cc1cn(C2CC3OCC(NC(=O)C4CCCN4C(=O)OC(C)(C)C)C3O2)c(=O)[nH]c1=O (centres undefined)	3.8%
3	C=C1CCN(C(C)C(=O)OCc2cccc(C)c2)S(=O)(=O)c2ccccc21 (centres undefined)	-8.3%
4	CC(C)(N)C(=O)N[C@@H](Cc1cnc[nH]1)C(=O)N[C@H](Cc1ccc2ccccc2c1)C(=O)N[C@H](Cc1ccccc1)C(=O)N[C@@H](CCCCN)C(N)=O	6.5%
5	O=C(Nc1cccc(F)c1)N1CCCC2(CCN(S(=O)(=O)c3ccccc3)CC2)C1	-13.9%
6	CN1CCN(c2ncc3nc(-c4cn(C)c5ccccc45)c(=O)n(C[C@H]4CCCO4)c3n2)CC1	-0.6%
7	NC(=O)c1ccc[n+]([C@@H]2OC(COP(=O)([O-])OP(=O)(O)OCC3OC(n4cnc5c(N)ncnc54)C(O)C3O)C(O)C2O)c1 (some centres undefined)	8.5%
8	CN(Cc1ccco1)c1ccnc(-c2cccnc2)n1	-10.4%
9	FC(F)(F)c1ccccc1-c1nc(Nc2ccncc2)c2ccccc2n1	-6.1%
10	CCCCCCCCCC(=O)NC(CN1CCOCC1)[C@H](O)c1ccccc1 (some centres undefined)	-0.5%
11	CCOCCOC(=O)C(C)Oc1ccc(Oc2ncc(C(F)(F)F)cc2Cl)cc1 (centres undefined)	-9.6%
12	CCCCOCN(C(=O)CCl)c1c(CC)cccc1CC	0.8%
13	CCOC(=O)C1(C(C)C)Oc2ccccc2C(c2ccc(OC)cc2)=C1C(=O)OC (centres undefined)	-4.7%
14	CC(C)CN1CC[C@@]2(CCCN(C(=O)c3ccco3)C2)C1	-11.5%
15	O=C(O)[C@H]1[C@H]2CN[C@H](C(=O)O)[C@H]21	-11.3%
16	CCOc1ccc(N(C(=O)OC(C)(C)C)C(=O)c2ccc(O[Si](C)(C)C(C)(C)C)cc2)c(I)c1	-1.3%
17	Cn1c(=O)c(CCc2ccccc2)nc2cnc(Nc3ccccc3)nc21	-1.4%
18	COCCn1c(C(=O)N2CCCC2)cc2c1C[C@H]1CN(C(=O)c3ccccc3)[C@@](Cc3ccccc3)(C(=O)OC)[C@@H]21	3.6%
19	C=C1CCN(C(C(=O)NCc2ccc(Cl)c(Cl)c2)C(C)C)S(=O)(=O)c2ccccc21 (centres undefined)	0.0%
20	C/C=C1\COC(C(=O)NCc2cccc(OC)c2OC)(C(F)(F)F)C=C1C=C(C)C (centres undefined)	-2.7%
21	CCCCCCNC(=O)Nc1ccc(S(=O)(=O)Nc2ccc(CCNC[C@H](O)COc3ccc(O)cc3)cc2)cc1	3.3%
22	COc1cc2c(cc1OC)C1N(CC2)C(=O)CCC12C(=O)CCCC2=O (centres undefined)	-4.2%
23	CCCCCCCCCCCCC(C(=O)O)C(C)C(=O)O (centres undefined)	?
24	COc1ccc(C[C@H]2NC[C@H](O)[C@@H]2OC(C)=O)cc1	-1.3%
25	COc1ccc(C(=O)N2CCC3(CCCN(C)C3)CC2)cc1	7.2%
26	C[C@@]12CC[C@@H]3c4ccc(O)cc4CC[C@H]3[C@H]1CC[C@H]2O	-3.9%[21.7 µM]
27	COCCNC(=O)C1(C(F)(F)F)C/C(=C/CCO)CCCO1 (centres undefined)	3.9%
28	COc1ccc(-c2nnc3n2N=C(c2ccccc2OC)CS3)cc1OC	-11.5%
29	C/C=C(/C)C(=O)OC1C(OC(C)=O)[C@@]2(CO)C(O)C[C@@]3(C)C(=CCC4[C@@]5(C)CCC(OC6OC(C(=O)O)[C@@H](O[C@@H]7OC(CO)C(O)C(O)C7O)C(O)[C@H]6O[C@@H]6OC(CO)C(O)C(O)C6O)[C@](C)(CO)C5CC[C@@]43C)C2CC1(C)C (some centres undefined)	9.9%
30	CN1CCN(c2ccc(Nc3c4ccccc4nc4ccccc34)cc2)CC1	?
31	c1cncc(C2=NCCC2)c1	4.7%[21.7 µM]
32	C#CCCCC(=S)Nc1ccccc1	4.6%
33	COCCNC(=O)[C@H](C)/C=C(\c1cccnc1)C(NC(=O)OCc1ccccc1)c1ccc(C(=O)OC)cc1 (some centres undefined)	3.2%
34	C[C@@H]1C(=O)NC2=Nc3cccc(Cl)c3CN21	-7.9%
35	CNC1=C(Br)C(=O)c2ccncc2C1=O	3.3%
36	COc1cccc(-c2ccc3ncnc(N4CCNCC4)c3c2)c1	2.0%
37	COc1ccccc1CCn1c(=O)cnc2cncnc21	-0.4%
38	O=C(N/N=C1/C[C@@H](O)[C@@H](O)[C@@H]2[C@H]3C(=O)N(c4ccc(F)cc4F)C(=O)[C@@H]3CC[C@H]12)OCc1ccccc1	3.3%[12.9 µM]
39	CC(C)c1c(O)ccc2c1CCC1[C@@](C)(C=O)CCC[C@@]21C (some centres undefined)	-16.0%
40	COC(=O)c1ccc(C(NC(=O)OCc2ccccc2)/C(=C/[C@@H](C)C(=O)NCc2nc3ccccc3s2)c2cccnc2)cc1 (some centres undefined)	-7.9%

Part of the list above, set out differently:
[34] C[C@@H]1C(=O)NC2=Nc3cccc(Cl)c3CN21
  Giardia FBPA inh = -7.9%
[35] CNC1=C(Br)C(=O)c2ccncc2C1=O
  Giardia FBPA inh = 3.3%
[36] COc1cccc(-c2ccc3ncnc(N4CCNCC4)c3c2)c1
  Giardia FBPA inh = 2.0%
[37] COc1ccccc1CCn1c(=O)cnc2cncnc21
  Giardia FBPA inh = -0.4%

Additional compounds:
#	compound	Giardia FBPA inh
41	CC[C@H](C)[C@H](NC(=O)[C@H](CO)NC(=O)[C@H](C)NC(=O)[C@H](C)NC(=O)[C@H](CCC(N)=O)NC(=O)[C@H](CCCCN)NC(=O)[C@H](CCCN=C(N)N)NC(=O)[C@@H](N)CS)C(=O)N[C@@H](CCCCN)C(=O)N[C@H](C(=O)N[C@@H](C)C(=O)N[C@H](C(=O)N[C@@H](CO)C(=O)O)C(C)C)C(C)C	4.3%
42	O=C(Nc1cccc(F)c1)N1CCC2(CC1)CCN(C(=O)c1ccncc1)CC2	0.6%
43	C=CC[C@@H]1C=C[C@H](ON=C(C)C)[C@H](CO)O1	-0.5%[12.9 µM]
44	O=C(c1ccc2c(c1)OCO2)N1CCCCC1	1.1%&5.8%
45	CS(=O)(=O)Nc1cccc(-c2cncnc2NCc2ccccc2)c1	6.2%
46	COc1ccc(Oc2ncc3ncc(=O)n(C)c3n2)cc1	-14.8%
47	O=C(Oc1ccccc1)N1CCC2(CCN(Cc3ccccc3)CC2)CC1	-0.1%
48	O=C(c1cnccn1)N1CCC2(CC1)CCN(c1ccccc1)CC2	4.8%
49	COc1ccc(-n2c(=O)c(-c3cc(F)cc(F)c3)nc3cnc(N4CCOCC4)nc32)cc1	-5.6%
50	O=C(O)CO	0.3%
51	COC(=O)C(N)CS (centres undefined)	?
52	O=c1cc(-c2ccccc2O)oc2cc(O)ccc12	-0.6%
53	COc1ccc(CNc2ncnc3ccc(-c4c(C)noc4C)cc23)cc1	-6.5%
54	COc1cccc([C@@H]2Oc3ccc(OC)cc3C[C@H]2OC(=O)N[C@H](C)C2CCCCC2)c1	-3.3%
55	Cc1cc(OI)c(C(C)C)cc1-c1cc(C(C)C)c(OI)cc1C	-6.1%&-11.3%
56	O=C(Oc1ccccc1)N1CCC[C@@]2(CCN(c3ccncc3)C2)C1	-0.8%
57	CCCCC/C=C\C/C=C\C/C=C\C/C=C\CCCC(=O)NCc1ccoc1	-6.2%
58	CCN(CC)C(=O)N[C@@H]1C[C@@H]2c3cccc4[nH]cc(c34)C[C@H]2N(C)C1	-0.2%
59	CC/C=C\C/C=C\C/C=C\C/C=C\C/C=C\CCCC(=O)NC(C)C(=O)O (centres undefined)	0.4%
60	NCC(O)C1CCCCCCC1 (centres undefined)	-0.6%
61	C[C@H]1CC[C@@H]2[C@@H](C)[C@H]3C(C[C@H]4C5CC[C@H]6C[C@@H](O)CC[C@]6(C)C5CC[C@]34C)N2C1 (some centres undefined)	1.0%
62	COc1cccc([C@@H]2Oc3ccc(Br)cc3C[C@H]2OC(=O)N[C@H]2CCCc3ccccc32)c1	-7.3%
63	C[C@@H]1O[C@H](O[C@@H]2\C=C/C=C\C=C/C=C\C[C@H](C)OC(=O)/C=C\[C@H]3O[C@@H]3C[C@H](O)C[C@]3(O)C[C@@H](O)[C@@H](C(=O)O)[C@H](C2)O3)[C@@H](O)[C@H](N)[C@@H]1O (stereo in doubt)	-4.2%[21.7 µM]
64	CC(=O)C(C)=O	0.6%
65	COc1ccc2c3c1OC1C[C@@H](O)C=C[C@@]31CCN(C)C2 (some centres undefined)	0.0%
66	CC1Nc2ccc(Cl)cc2S(=O)(=O)N1 (centres undefined)	-1.2%
67	O=C(c1cc(C(F)(F)F)cc(C(F)(F)F)c1)N1CCC2(CC1)CN(c1ncccn1)C2	2.5%
68	Cc1cc(N)c2ccccc2[n+]1CCCCCCCCCCCCCC[n+]1c(C)cc(N)c2ccccc21	-15.1%
69	OC[C@H]1O[C@H](n2cnc3c(NC4CCCC4)nc(Cl)nc32)[C@@H](O)[C@@H]1O	-0.7%
70	O=c1c(-c2ccc(F)c(F)c2)nc2cncnc2n1-c1ccccc1	0.7%
71	O=c1c(CCc2ccccc2)nc2cnc(Oc3cccc(Cl)c3)nc2n1C[C@H]1CCCO1	-0.2%
72	CC(C)C[C@H](NC(=O)[C@H](O)[C@H](N)Cc1ccccc1)C(=O)O	-3.8%
73	COc1cccc(COCCN2CCN(S(=O)(=O)c3ccccc3)CCC2=O)c1	-1.3%
74	COc1ccc(-c2nc3cnc(N4CCOCC4)nc3n(Cc3cccc(OC)c3)c2=O)cc1	8.5%
75	NC1=N[C@H](O)[C@H]2C3O[C@]4(O)O[C@H](C(O)[C@@]2(N1)[C@@H]4O)C3(O)CO (some centres undefined)	-0.2%
76	C[N+](C)(C)CCCl	0.4%
77	CCCCc1nc2ccn(CC(=O)N(C)C)c(=O)c2n1Cc1ccc(-c2ccccc2-c2nn[nH]n2)cc1	?
78	CC(=O)OCC(=O)[C@@]1(O)CCC2C3C[C@H](C)C4=CC(=O)C=CC4(C)C3C(O)CC21C (some centres undefined)	5.1%
79	Cc1ccc(C2CC(=O)Oc3ccc(C(C)(C)C)cc32)cc1 (centres undefined)	5.3%[89.2 µM]
80	COc1ccc(-c2nc3c(c4c2C[C@H](c2ccccc2)OC4)CN(C(=O)NCc2ccco2)CC3)c(C)c1	3.0%[12.9 µM]

A draw from above in order of count of non-hydrogen atoms, low to high.
#	compound	Giardia FBPA inh
70	O=c1c(-c2ccc(F)c(F)c2)nc2cncnc2n1-c1ccccc1	0.7%
78	CC(=O)OCC(=O)[C@@]1(O)CCC2C3C[C@H](C)C4=CC(=O)C=CC4(C)C3C(O)CC21C (some centres undefined)	5.1%
74	COc1ccc(-c2nc3cnc(N4CCOCC4)nc3n(Cc3cccc(OC)c3)c2=O)cc1	8.5%

Other entries follow.
#	compound	Giardia FBPA inh
81	O=C(Cl)COCc1ccccc1	0.1%
82	N[C@@H](C(=O)O)c1ccc(C(=O)O)cc1	-0.1%&5.6%
83	O=C1c2ccccc2C(Cc2ccnc(F)c2)(Cc2ccnc(F)c2)c2ccccc21	4.3%
84	COc1ccc(-c2nc3cnc(N4CCOCC4)nc3n(CCc3ccccc3)c2=O)cc1	6.2%
85	COC(=O)CC1C(C)(C)C(OC(C)=O)C2CC3=C4CC(=O)OC(c5ccoc5)[C@]4(C)CCC3[C@@]1(C)C2=O (some centres undefined)	-1.4%
86	COCCn1c(=O)c(-c2ccc(Cl)cc2)nc2cnc(OCc3ccccc3)nc21	6.2%
87	CCNc1ncc2nc(-c3ccccc3)c(=O)n(C3CC3)c2n1	7.5%
88	CN(C)C1C(=O)C(C(N)=O)=C(O)[C@@]2(O)C(=O)C3=C(O)c4c(O)ccc(Cl)c4[C@@H](O)C3C[C@@H]12 (some centres undefined)	?
89	Cc1ccc(-c2c(C3C4C=CCC(C)C4C(=O)N3Cc3ccccc3)ccc3ccccc23)cc1 (centres undefined)	-3.8%
90	CSCC[C@H](C=O)NC(=O)[C@H](CC(C)C)NC(=O)[C@H](CC(C)C)NC(C)=O	2.9%
91	CCCCC[C@H](O)/C=C/C=C\C=C\[C@@H](O)C/C=C\CCCC(=O)O	3.2%
92	O=C(Nc1ccccc1)N1CCC2(CC1)CCN(S(=O)(=O)c1ccccc1)CC2	0.8%
93	O=C1C=CC2=C3c4cc(O)c(O)cc4C[C@@]3(O)COC2=C1	?
94	CN(Cc1ccco1)c1ccnc(-c2cccc(NS(C)(=O)=O)c2)n1	-7.2%
95	Cc1noc(C)c1-c1cncnc1NCc1ccccc1	10.4%
96	CCCn1c(C)nc2c(NCCCCN(C)C)nc(C)nc21	4.4%
97	O=C(Nc1cccc(F)c1)N1CC[C@@]2(CCCN(C(=O)c3ccco3)C2)C1	0.4%
98	CN1CCN(c2ncc3nc(-c4ccccc4)c(=O)n(C)c3n2)CC1	6.0%
99	Cc1ccc(S(=O)(=O)N2CCC(=O)N([C@H](COCc3cccc(C(F)(F)F)c3)Cc3ccccc3)CC2)cc1	-6.6%
100	Cc1noc(C)c1-c1ccc2ncnc(NC3CC3)c2c1	-9.9%
